Bioassay records as filed in PubChem BioAssay.
12-LOX inh: blocks human arachidonate 12S-lipoxygenase; Potency, µM (series often up to 108 µM), inactives show at the highest dose activity change, negative = inhibition, most hits filed as inhibitors; P18054; purified 12hLO, xylenol orange hydroperoxide absorbance; 580,000 tested, 1.1% active; also: potency is read from the fitted curve at half-maximal effect; % is scaled to controls: 0 for no effect and ±100 for the full control effect
Target sequence (P18054 whole entry, looked up): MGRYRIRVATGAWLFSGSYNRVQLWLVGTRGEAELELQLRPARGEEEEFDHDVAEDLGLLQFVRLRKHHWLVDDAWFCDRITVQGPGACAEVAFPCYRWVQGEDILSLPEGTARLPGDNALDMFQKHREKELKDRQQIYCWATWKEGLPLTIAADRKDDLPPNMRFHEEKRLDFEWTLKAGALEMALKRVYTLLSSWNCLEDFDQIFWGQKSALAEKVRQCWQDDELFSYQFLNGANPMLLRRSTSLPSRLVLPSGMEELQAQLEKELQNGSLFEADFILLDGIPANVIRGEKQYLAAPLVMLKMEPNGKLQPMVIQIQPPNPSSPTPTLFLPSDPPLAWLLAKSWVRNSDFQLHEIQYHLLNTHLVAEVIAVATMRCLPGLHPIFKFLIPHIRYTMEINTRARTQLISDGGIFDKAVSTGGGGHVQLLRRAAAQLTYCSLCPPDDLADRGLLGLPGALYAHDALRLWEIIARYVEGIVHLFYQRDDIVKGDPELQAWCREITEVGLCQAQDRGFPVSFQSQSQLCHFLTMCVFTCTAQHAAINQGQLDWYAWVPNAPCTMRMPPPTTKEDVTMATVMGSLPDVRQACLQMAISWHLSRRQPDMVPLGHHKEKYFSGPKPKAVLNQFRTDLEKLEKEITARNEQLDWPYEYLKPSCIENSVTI
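Hydroperoxide product was detected by ferrous iron/xylenol orange as the 573 to 405 nm absorbance ratio. Arachidonic acid at 40 uM (final) was turned over for 30 min at room temperature by 150 nM human 12hLO, pH 7.0 Hepes buffer, after 15 min compound preincubation.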
POLK inh: DNA polymerase kappa (human) inhibition; Q9UBT6; purified Pol kappa, fluorescent DNA synthesis assay, 10 min; Potency, µM (series often up to 107 µM), for the others: top-dose activity, negative = inhibition, hits mostly inhibitors; 400,000 tested, 0.53% active; AID 588579; also: potency is read from the fitted curve at half-maximal effect; % is scaled to controls: 0 for no effect and ±100 for the full control effect
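Enzyme at 10 nM met test compounds for 15 min at room temperature. Substrate addition (50 nM final) began the reaction, which was monitored by fluorescence at 0 and 10 min.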
APE1 inh: blocks human APE1 abasic DNA cleavage; Potency, µM (series often up to 65.8 µM), for the others: at the top dose activity change, negative = inhibition, most hits filed as inhibitors; 350,000 tested, 0.35% active; AID 2517; recombinant APE1, TAMRA/BHQ-2 abasic DNA cleavage fluorescence;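 also: potency is read from the fitted curve at half-maximal effect; plate controls were vehicle for no effect and reference inhibitor for full effect; nearly all actives have a fitted effect of over 55% in size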
Target sequence (P27695 whole entry, looked up): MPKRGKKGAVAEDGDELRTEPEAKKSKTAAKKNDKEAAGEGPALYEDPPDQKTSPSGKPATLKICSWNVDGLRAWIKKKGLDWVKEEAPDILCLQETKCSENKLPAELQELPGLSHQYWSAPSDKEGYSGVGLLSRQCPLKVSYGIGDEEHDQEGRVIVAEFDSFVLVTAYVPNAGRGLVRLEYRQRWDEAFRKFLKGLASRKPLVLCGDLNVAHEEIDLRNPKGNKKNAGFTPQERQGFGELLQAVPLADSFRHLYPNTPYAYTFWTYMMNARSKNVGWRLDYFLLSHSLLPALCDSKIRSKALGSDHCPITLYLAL
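Enzyme (0.75 nM final) and test compound are incubated 15 min at room temperature before adding 50 nM quenched THF abasic-site duplex. Cleavage dequenches TAMRA, followed at 525/598 nm over three reads one minute apart.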
ERG-DNA inh: inhibitors of human ERG Ets domain-DNA interaction | 370,000 tested, 0.028% active | AID 624246 | Potency, µM (series often up to 76.9 µM), without a hit: at the top dose FP activity, negative = inhibition, actives largely listed as inhibitors | fluorescence polarization, His-ERG Ets domain / labelled DNA; active = well fitted inhibition curve with a large enough effect in the polarisation, with a control signal flat; inconclusive = small, poorly fitted or top-dose-only effect, or effect the other way, or a change in a side signal; inactive = no such curve, though single readings can be large or run the other way; the % refers to the polarisation;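 also: polarization taken with two DNA probes labelled with fluorescein and Texas red; potency is read from the fitted curve at half-maximal effect; % of control where 0% means no effect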
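His-tagged ERG Ets domain (1 uM in the protein solution; 300mM KCl, 50mM Tris-HCl, 1mM EDTA, 1mM DTT, pH 7.5) received compound, then a probe mix of 5 nM fluorescein-DNA and 100nM Texas-615-DNA. Fluorescence polarization was read for both dyes.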
TRHR agonist: activates the human TRH receptor; P34981; TRHR cells, calcium flux fluo-8, FDSS agonist mode; activation, % at 2 µM; 360,000 tested, 0.18% active; AID 493084; in the data active = activation above about 30%; also: 0% is about no effect
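In this calcium-flux screen, cells bearing human TRHR are dye-loaded with fluo-8, baselined for 10 cycles, then exposed to library compounds; positive kinetic calcium responses during the agonist phase mark hits, with TRH as control.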
POLI inh: inhibitors of human DNA polymerase iota; Potency, µM (doses to about 115 µM), inactives show at the highest dose activity, negative = inhibition, usual class: inhibitors; 390,000 tested, 1% active; AID 588590; Pol iota fluorescent replication assay, 10 min; also: potency is read from the fitted curve at half-maximal effect
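Pol iota at 10 nM preincubated 15 min with compounds at room temperature; reaction started with fluorescent substrate, 50 nM final. Fluorescence read kinetically at 0 and 10 min; buffer-only wells as negative control.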
POLB inh: DNA polymerase beta (human) inhibition | P06746 | Pol beta primer extension/strand displacement, fluorescence kinetic | Potency, µM (highest dose often 114 µM), inactives show at the highest dose activity change, negative = inhibition, hits mostly inhibitors | 340,000 tested, 1.3% active | AID 485314; also: potency is read from the fitted curve at half-maximal effect; % is scaled to controls: 0 for no effect and ±100 for the full control effect
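Reaction started by 50 nM substrate onto compound-treated Pol beta (10 nM, 15 min preincubation, room temperature); plates read at 0 min and 10 min. Normalized concentration-effect data fitted by four-parameter Hill equation.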
BLM inh: blocks DNA unwinding by human BLM helicase; 350,000 tested, 0.2% active; Potency, µM (doses to about 56.1 µM), for the others: top-dose activity change, negative = inhibition, usual class: inhibitors; P54132; recombinant BLM DNA unwinding, fluorescence dequenching; AID 2528;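 also: potency is read from the fitted curve at half-maximal effect; plate controls were vehicle for no effect and no enzyme for full effect; nearly all actives have a fitted effect of over 35% in size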
Apoferritin bind: candidate novel general anesthetic via apoferritin binding | AID 485281 | apoferritin/1-aminoanthracene competitive binding, fluorescence | 350,000 tested, 0.074% active | Potency, µM (doses to about 77.5 µM), for inactives: top-dose activity change, negative = displacement, hits mostly inhibitors; also: potency is read from the fitted curve at half-maximal effect; % is scaled to controls: 0 for no effect and ±100 for the full control effect; nearly all actives have a fitted effect of over 20% in size
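Probe: 1-aminoanthracene (50% saturated, PBS). Protein: horse-spleen apoferritin, 10 uM. Incubation: 10 min, room temperature. Detection: 380 nm excitation, 535 nm emission. Analysis: normalized response, four-parameter Hill.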
Starred values were filed as active, the others as inactive; ? = inconclusive; / = no result given; & = joins results of further samples; [ ] = dose if it differs, or a comment. Unless noted, calls follow the shape of the dose curve; as a rule, active = well fitted curve in the direction sought with a large enough effect; inconclusive = small, poorly fitted or top-dose-only effect, or another doubt; inactive = no such curve, though single readings can be large; an effect the other way counts as inactive or inconclusive.

SMILES	12-LOX inh	POLK inh	APE1 inh	ERG-DNA inh	TRHR agonist	POLI inh	POLB inh	BLM inh	Apoferritin bind
CCNS(=O)(=O)c1ccc(CCC(=O)N2CCOCC2)cc1	3%	-23%	10%	-4%	0.0	2%	-17%	1%	-1%
O=C(Nc1cc(F)ccc1F)C1CCCO1 (stereo not drawn)	10%	-7%	10%	-1%	0.7	14%	0%	-5%	-15%
CCN(c1ccccc1)S(=O)(=O)c1ccc(C(=O)Oc2ccc(C(C)=O)cc2)cc1	-7%	-20%	8%	-20%	1.3	-4%	22%	-8%	?
Cc1ccccc1-c1nc(P(=O)(c2ccccc2)c2ccccc2)c(N2CCOCC2)o1	0%	-6%	-5%	-1%	-0.9	-21%	-16%	-9%	1%
COCCn1c(=O)c(CCc2ccccc2)nc2cnc(N3CCNCC3)nc21	0%	3%[60.1 µM]	3%	/	/	/	/	3%	/
COC(=O)CCCC(=O)N1CCCC(C(=O)c2ccc(OC)cc2C)C1 (stereo not drawn)	-7%	-9%	6%	8%	-1.9	11%	-28%	-2%	-7%
CCc1cc(C(=O)NNC(=O)CCN2CCN(c3ccccc3)CC2)sc1C	-29%	-5%	5%	15%	-0.5	0%	19%	0%	-8%
O=C(O)CC1Oc2ccc(Cl)cc2NC1=O (stereo not drawn)	414%[activator]	-7%	-5%	11%	0.2	4%	0%	1%	4%
Cc1cccc(-c2nnc(-c3cccc(NC(=O)Cc4cccs4)c3)o2)c1	9%	-13%	-7%	2%	0.2	-3%	2%	-9%	-8%
CCc1ccccc1NC(=O)COc1cccc2ccc(C)nc12	-6%	-5%	-1%	3%	0.6	215%[activator]	?	4%	5%
CC(=O)NC(CC(=O)N(C)Cc1cccc(Cl)c1Cl)c1ccccc1 (stereo not drawn)	0%	2%	0%	12%	0.0	105%[activator]	26%	-2%	-9%
CCOc1ccccc1C(=O)Nc1nnc(COC)s1	-1%&0%	-24%[60.1 µM]	7%	-8%&-3%	0.3&0.2	1%&-2%	9%&6%	5%&3%	0%&-2%
CSc1ccc(CNC(=O)Cn2ccc3cc(S(=O)(=O)N4CCCC4)ccc32)cc1	-7%	12%	/	-1%	0.4	34%[activator]	-2%	-2%	59%[activator]
Cc1ccc(Nc2cc(=O)[nH]c(=O)[nH]2)cc1Cl	-7%	-12%	-3%	10%	0.6	-4%	-9%	1%	0%
O=C(Nc1cccc(S(=O)(=O)N2CCCCCC2)c1)C1CC(=O)N(c2ccc3c(c2)OCCO3)C1 (stereo not drawn)	?	-9%	25%	-13%	0.3	10%	/	/	/

4 compounds already listed, arranged by number of heavy atoms, falling.
SMILES	12-LOX inh	POLK inh	APE1 inh	ERG-DNA inh	TRHR agonist	POLI inh	POLB inh	BLM inh	Apoferritin bind
O=C(Nc1cccc(S(=O)(=O)N2CCCCCC2)c1)C1CC(=O)N(c2ccc3c(c2)OCCO3)C1 (stereo not drawn)	?	-9%	25%	-13%	0.3	10%	/	/	/
CCc1cc(C(=O)NNC(=O)CCN2CCN(c3ccccc3)CC2)sc1C	-29%	-5%	5%	15%	-0.5	0%	19%	0%	-8%
CCc1ccccc1NC(=O)COc1cccc2ccc(C)nc12	-6%	-5%	-1%	3%	0.6	215%[activator]	?	4%	5%
CCNS(=O)(=O)c1ccc(CCC(=O)N2CCOCC2)cc1	3%	-23%	10%	-4%	0.0	2%	-17%	1%	-1%

Other entries:
SMILES	12-LOX inh	POLK inh	APE1 inh	ERG-DNA inh	TRHR agonist	POLI inh	POLB inh	BLM inh	Apoferritin bind
CCOC(=O)N1CCN(C(=O)C(C)n2nc(C)n3c(cc4sccc43)c2=O)CC1 (stereo not drawn)	26%	2%	13%	/	-0.2	2%	11%	-1%	-3%
Cc1ccc(Cl)cc1N1CCN(C(=O)Cn2cnc3nc4c(cc3c2=O)CCCC4)CC1	-13%	-2%[60.1 µM]	/	-4%	0.0	11%	4%	-3%	?
CCOc1cc(C(=O)NCCOC)ccc1OC	1%	-5%	0%	3%	0.3	-4%	2%	-2%	-3%
CCCn1c(SCC(=O)Nc2ccc3c(c2)CCC3)n[nH]c1=O	-12%	-17%	-4%	-2%	-0.2	22%	-11%	3%	-12%
CCOC(=O)C(NC(C)=O)(Nc1ccc(F)cc1)C(F)(F)F (stereo not drawn)	15%	-14%	-3%	-5%	-0.8	13%	14%	2%	-9%
CC1CCCCN1CCNC(=O)C1CCN(S(=O)(=O)c2cccc3nsnc23)CC1 (stereo not drawn)	-33%	0%	11%	1%	0.1	9%	3%	0%	-10%
Cc1cc(OC(=O)c2ccccc2[N+](=O)[O-])c([N+](=O)[O-])c(=O)[nH]1	?	-18%	15%	-8%	-0.5	-9%	18%	-4%	-13%
COc1ccc(NS(=O)(=O)c2ccc(-c3cnc(C4CC4)o3)cc2)cc1Cl	-24%	-3%[60.1 µM]	/	1%	0.6	4%	-11%	-10%	60%[activator]
CCOC(=O)C(Cc1c[nH]c2ccc([N+](=O)[O-])cc12)(NC(C)=O)C(=O)OCC	-3%	0%	/	0%	/	6%	/	/	/
CCN1CNC(=S)N(c2cc(C)ccc2C)C1	-7%	-17%	2%	-10%	0.0	18%	27%	-2%	-10%
Cc1ccccc1CNCCCSc1nnnn1-c1ccccc1	9%	2%	/	9%	0.2	25%	8%	5%	2%
CCOC(=O)c1c(NC(=O)CSc2nc3c(c(=O)n(C)c(=O)n3C)n2CC)sc(C)c1C	9%	-6%	-1%	-8%	0.4	27%	1%	1%	-2%
CC(C)Oc1ccc(CNC(=O)C2CCN(c3nc4ccccc4n(C)c3=O)CC2)cc1	-3%	-5%	/	0%	0.1	29%	24%	-3%	-2%
NC(=O)C1CCN(C(=O)N2c3ccccc3Sc3ccccc32)CC1	0%[57.4 µM]	1%	3%	/	0.3	-13%	0%	-2%	?
O=C(CCC1CCCCC1)NC1CCCCC1	313%[activator]	-16%	0%	-21%	/	31%[activator]	/	/	/

Structures listed so far that contain an aryl methoxy group (3):
SMILES	12-LOX inh	POLK inh	APE1 inh	ERG-DNA inh	TRHR agonist	POLI inh	POLB inh	BLM inh	Apoferritin bind
COC(=O)CCCC(=O)N1CCCC(C(=O)c2ccc(OC)cc2C)C1 (stereo not drawn)	-7%	-9%	6%	8%	-1.9	11%	-28%	-2%	-7%
CCOc1cc(C(=O)NCCOC)ccc1OC	1%	-5%	0%	3%	0.3	-4%	2%	-2%	-3%
COc1ccc(NS(=O)(=O)c2ccc(-c3cnc(C4CC4)o3)cc2)cc1Cl	-24%	-3%[60.1 µM]	/	1%	0.6	4%	-11%	-10%	60%[activator]

Following part
SMILES	12-LOX inh	POLK inh	APE1 inh	ERG-DNA inh	TRHR agonist	POLI inh	POLB inh	BLM inh	Apoferritin bind
CCCC(C)c1nnc(NC(=O)C2CC(=O)N(c3ccc(OCC)cc3)C2)s1 (stereo not drawn)	?	0%	0%	4%	0.1	13%	25%	-6%	2%
Cc1cc(OCC(=O)N2CCN(c3ccccn3)CC2)cc(C)c1Br	-1%	-8%	5%	-4%	-1.3	15%	7%	-9%	-11%
CCc1ccccc1NC(=O)C1CC(c2ccc(F)cc2)=NO1 (stereo not drawn)	23%	-3%	29%	-2%	-0.2	32%[activator]	1%	0%	-13%
COc1ccc(S(=O)(=O)N(C)C[C@H]2Oc3ccc(NC(=O)Nc4ccccc4)cc3C(=O)N([C@H](C)CO)C[C@@H]2C)cc1	-12%	-4%	-6%	2%	/	14%	/	/	/
CN(C)S(=O)(=O)c1cccc(NC(=S)Nc2ccc(Cl)cc2Cl)c1	0%	-10%	-7%	2%	-0.6	19%	-13%	-13%	?
CCC(C)(C)n1nnnc1CN1CCc2ccccc21	-73%	-10%	1%	0%	-0.2	-2%	-29%	-5%	?
CC(=O)c1cccc(NC(=O)c2cc(=O)[nH]c3ccc(S(=O)(=O)N4CCOCC4)cc23)c1	-5%	-12%	-5%	8%	/	56%[activator]	/	/	/
CCn1c(Oc2cccc(Br)c2)nc2c1c(=O)n(C)c(=O)n2C	-10%	-17%	-6%	-5%	-1.0	22%	4%	0%	-6%
COc1ccc(Cl)cc1NC(=O)Cn1cc(C(=O)c2ccc(C)cc2)c(=O)c2ccc(C)nc21	-29%	2%	/	-2%	1.2	-3%	-2%	-6%	-6%
O=C(COC(=O)COc1ccc2c(c1)CCC2)Nc1ccccc1C(F)(F)F	-4%	-5%	12%	7%	/	-11%	/	/	/
COc1ccccc1/C=C/C(=O)NC(=S)Nc1ccc(S(=O)(=O)N(C)c2ccccc2)cc1	44%	-8%	-3%	-8%	0.0	6%	3%	-1%	-16%
COc1ccc(CNC(=O)[C@@H](NC(=O)C2CCN(S(=O)(=O)c3ccc(C)cc3)CC2)C(C)C)cc1OC	-13%	10%	-16%	-2%	-0.7	19%	5%	-4%	0%
CCOc1cccc(CNc2nnnn2C)c1	40%[activator]	-6%	13%	5%	0.4	187%[activator]	31%	2%	-3%
CCc1ccc(C2=NN(S(C)(=O)=O)C(c3cccs3)C2)cc1 (stereo not drawn)	0%	-5%	1%	4%	1.5	6%	0%	-4%	-15%
COc1ccc(O)c(/C=N/Nc2nc3ccccc3[nH]2)c1	-21%	0%	1%	5%	-0.3	12%	6%	-11%	-11%
Nc1nc(CN2CCOCC2)cs1	-22%	-4%	3%	6%	-0.1	24%	34%	0%	-1%
Cc1cc2nc3c(nc2cc1C)C1(C(=O)O)CCC3(C)C1(C)C (stereo not drawn)	4%	-5%	-2%	5%	1.0	10%	12%	0%	-7%

This is a subset, so the mix of outcomes need not match the whole.
